# Source: PubChem (several laboratories)
# DTT redox prof = compounds producing H2O2 with reducing agent – biochemical, NIH compound library profiling, artefact control for MLSCN library redox annotation, primary screen | DTT-dependent redox cycling H2O2, phenol red/HRP absorbance; 100% = 100 µM peroxide control, 0% = buffer | activation, % at 10 µM | actives 0.03% (n = 200,000);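 active = activation of at least 50% relative to the plate's high and low controls in the primary single-dose screen; inactive = activation below 50%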;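 also: compound incubated with DTT at 0.8 mM final as the reducing agent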
# PMI act satM6P = activators of human phosphomannose isomerase at near-saturating mannose 6-phosphate. AID 1216. coupled PMI enzyme assay, resazurin fluorescence, 20 min; active compounds read high; 1 = untreated enzyme, 0 = substrate-free blank. actives 0.34% (n = 190,000). P34949. activation factor at 20 µM;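 active = activation factor of 2 or more at 20 µM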
# Target sequence (P34949 whole entry, looked up): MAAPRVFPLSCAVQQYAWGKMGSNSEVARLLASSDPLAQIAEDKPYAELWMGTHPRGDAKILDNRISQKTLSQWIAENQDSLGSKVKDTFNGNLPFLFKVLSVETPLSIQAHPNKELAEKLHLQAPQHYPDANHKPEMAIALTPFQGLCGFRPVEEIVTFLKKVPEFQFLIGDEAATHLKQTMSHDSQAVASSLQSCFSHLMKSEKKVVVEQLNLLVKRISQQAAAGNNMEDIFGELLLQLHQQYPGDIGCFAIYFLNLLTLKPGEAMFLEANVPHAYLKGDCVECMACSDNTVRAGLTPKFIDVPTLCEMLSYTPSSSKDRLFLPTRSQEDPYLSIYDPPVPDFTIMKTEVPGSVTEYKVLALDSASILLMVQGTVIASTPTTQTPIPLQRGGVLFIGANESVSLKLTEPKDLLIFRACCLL
#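 Test system: human phosphomannose isomerase with PGI, G6PDH, diaphorase coupling enzymes; Amount: PMI at 15 ng/mL final; Reagent: Mannose-6-phosphate 1.0 mM (near-saturating) plus 0.22 mM NADP+; Timing: 20 min, room temperature; Technique: resorufin fluorescence at Ex 544/Em 590 nm; Dosing: 20 µM single dose.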
# L major viab = inhibitors of Leishmania major promastigote growth; Leishmania major promastigotes, resazurin fluorescence viability; inhibition, % at 10 µM; actives 9% (n = 200,000); AID 1063;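 also: promastigotes grown with compound for 44 hours at 28 °C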
# Diaphorase act = diaphorase activation or chemical reduction counter-screen | Diaphorase/resazurin coupled assay, resorufin fluorescence, 16 min; active compounds read high; 1 = vehicle wells, 0 = NADH-free wells | activation factor at 20 µM | actives 0.005% (n = 190,000) | AID 1229;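 active = diaphorase activity raised at least twofold by the compound at 20 µM; inactive = activation factor below 2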
#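 Measured by – red resorufin fluorescence at 544/590 nm excitation/emission · Test system – Clostridium kluyveri diaphorase, purified enzyme · Incubation – reaction time 16 min, room temperature · Buffer or medium – 50 mM HEPES pH 7.4 with 4.542 mM MgCl2, 0.005% Tween 20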
# TLR4 MyD88 comp = TLR4-MyD88 interaction inhibition in cells. O00206+Q99836. HeLa CL3-4 TLR4/MyD88 BLA complementation, FRET ratio. inhibition, % at 8.4 µM. actives 0.18% (n = 200,000); in the data active = inhibition above about 25%;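 also: 0% = vehicle and 100% = reference inhibitor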
# G6PDH CS = L. mesenteroides G6PDH inhibition counter-screen | Purified L. mesenteroides G6PDH, diaphorase/resazurin coupled fluorescence, 45 min | inhibition, % at 5 µM | actives 0.12% (n = 200,000) | AID 1020
# S1P3 antagonist = blocks the human S1P3 receptor | actives 0.27% (n = 170,000) | inhibition, % at 4.98 µM | CHO S1P3 NFAT-BLA reporter, FRET fluorescence, antagonist mode | Q99500 | AID 485;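 active = inhibition above the plate cutoff, the mean inhibition of test wells on that plate plus 3 SD, cut at about 28% in these data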;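 also: cells challenged with S1P at its EC80 of 0.8 µM; blue over green emission ratio from cleaved BLA substrate after 4 h stimulation; 0% = S1P-stimulated wells and 100% = unstimulated DMSO-only wells; some compounds past the cut are filed as inactive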
# Target sequence (Q99500 whole entry, looked up): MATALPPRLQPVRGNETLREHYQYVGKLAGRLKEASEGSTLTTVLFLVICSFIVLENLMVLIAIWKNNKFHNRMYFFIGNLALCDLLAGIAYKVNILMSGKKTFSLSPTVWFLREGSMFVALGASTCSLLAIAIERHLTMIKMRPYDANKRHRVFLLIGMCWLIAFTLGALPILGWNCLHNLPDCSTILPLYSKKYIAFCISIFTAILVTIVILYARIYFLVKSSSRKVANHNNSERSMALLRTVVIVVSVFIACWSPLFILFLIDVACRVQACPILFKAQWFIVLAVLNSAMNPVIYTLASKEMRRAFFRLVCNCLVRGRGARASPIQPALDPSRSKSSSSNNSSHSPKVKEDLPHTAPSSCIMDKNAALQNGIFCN
# RAM inhibit = blocks the yeast RAM network; S. cerevisiae dse1pr::URA3 reporter, 5-FOA growth OD615, 2 d; analog-sensitive cbk1-as2 kinase mutant strain; inhibition, % at 50 µM; actives 1.8% (n = 190,000);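 active = inhibition above a set limit, 3 SD over mean compound inhibition, cut at about 8.4% in these data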;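 also: 0% = DMSO-only wells with no growth and 100% = 10 µM 1-NA-PP1 full growth; inhibition rescues growth on 5-FOA so higher OD means more RAM inhibition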
# Hsp70 act = Hsp70 transcriptional activation, primary screen; HeLa Hsp70 promoter luciferase reporter, luminescence; scaled: vehicle 0, proteasome-inhibitor control 100%; activation, % at 10 µM; actives 0.04% (n = 200,000);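 active = activation above the mean across all tested compounds plus 3 SD, cutoff set per campaign, cut at about 5.5% in these data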;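 also: 100% = MG132 at 30 µM as the positive control and 0% = DMSO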
# Diaphorase inh = counter-screen for diaphorase-based assays: diaphorase inhibitors and chemical oxidizers; AID 1217; actives 0.69% (n = 190,000); inhibition, % at 20 µM; diaphorase resazurin-to-resorufin fluorescence, NADH, 16 min; bacterial (C. kluyveri) enzyme, not human;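 active = primary screen inhibition at 20 µM above a set limit, cut at about 50% in these data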;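 also: plate controls were DMSO with full reaction for no effect and wells lacking NADH for full effect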
#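 Benchmarks: positive control wells lacking NADH, neutral wells with DMSO only. System: bacterial diaphorase enzyme (C. kluyveri). Input: 0.14 U/mL diaphorase, enzyme working solution. Detection: resorufin fluorescence, excitation 544 nm, emission 590 nm. Times: 16-min room-temperature incubation before reading.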
# PMI act = phosphomannose isomerase (human) activation | P34949 | purified human PMI, coupled resazurin fluorescence, 20 min; active compounds read high; 1 = vehicle control, 0 substrate-free wells | activation factor at 20 µM | actives 0.005% (n = 190,000) | AID 1214;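 active = activation factor of 2 or more at 20 µM, relative to plate controls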
# Numbers without * were called inactive; . = no result given. Rule as the data show it, unless noted: active = inhibition above about 50%; inactive = the rest.
# Results follow in this order: DTT redox prof	PMI act satM6P	L major viab	Diaphorase act	TLR4 MyD88 comp	G6PDH CS	S1P3 antagonist	RAM inhibit	Hsp70 act	Diaphorase inh	PMI act
> O=S(=O)(NC1CC1)c1ccc(S(=O)(=O)N2CCCC3(CCCCC3)C2)cc1
→ -0.5	1	-2	0.9	-4	-12	-2	1.1	-0.2	13	0.9
> COCCn1nnnc1C(CC(C)C)N1CCN(c2cccc(OC)c2)CC1 (stereo unspecified)
→ -2.5	1	-3	0.9	4	9	-12	0.9	-0.2	14	0.9
> Nn1cc(-c2ccccc2)nc1SCC(=O)Nc1ccc2c(c1)OCO2
→ -0.1	0.6	-2	0.9	9	-3	-5	0.0	-0.3	11	0.8
> Cc1cc(C(=O)NCC(=O)O)c(C)o1
→ 0.9	1.1	-5	1	-4	15	.	0.9	-0.3	1	1
> Cn1ncc2c(NCc3ccccc3)ncnc21
→ -0.4	0.9	-3	0.8	3	2	-15	0.0	-0.3	16	0.9
> O=C1Cc2ccccc2C(c2ccc(Br)cc2)N1 (stereo unspecified)
→ 0.2	1	-4	1	-5	18	.	1.2	-0.2	0	1
> CCc1ccc(C2NC(=S)NC3=C2C(=O)CC(C)(C)C3)cc1 (stereo unspecified)
→ 0.5	1	19	0.9	8	-7	-13	-0.2	-0.4	13	1
> CCCCC(=O)Nc1ccc2oc(-c3ccncc3)nc2c1
→ 2.8	0.9	4	0.9	-2	-21	-20	0.9	-0.1	6	0.9
> O=C(O)C(Cc1ccccc1)n1c(=S)[nH]c2ccccc2c1=O (stereo unspecified)
→ -0.6	1	-5	0.9	-18	1	-9	1.1	-0.1	6	1
> CC1=CCC(COC(=O)Nc2ccccc2)CC1 (stereo unspecified)
→ 2.7	0.8	-5	0.9	10	8	7	-1.2	-0.3	10	0.8
> C/C(=N/NC(=O)c1ccc(Br)o1)c1ccncc1
→ 0.3	1.1	-2	1.1	5	9	-1	0.6	-0.2	-8	1
> CC(NC(=O)Cc1ccccc1[N+](=O)[O-])c1ccccc1 (stereo unspecified)
→ -0.1	0.9	-4	0.8	7	-3	1	3.6	-0.4	20	0.8
> CN1/C(=C\C(=O)c2cccnc2)C(C)(C)c2ccccc21
→ 0.1	1	7	0.9	15	-6	2	0.1	-0.2	5	0.9
> CCCn1nc(C(=O)Nc2nnc(CC)s2)c2ccccc2c1=O
→ 0.0	1.1	-8	1.1	5	10	-18	-0.5	0.2	-14	1.1
> O=C1CCCN1c1ccc(S(=O)(=O)Oc2ccc(Cl)cc2)cc1[N+](=O)[O-]
→ 0.6	0.9	11	0.9	-3	16	.	2.8	-0.5	7	1
> Cc1cc(C)c(NC(=O)CSc2nnc(-c3ccncc3)n2Cc2ccco2)c(C)c1
→ -0.2	0.9	7	0.9	16	-3	-24	0.9	-0.2	8	0.9
> CC(C)OCCCN1CN(S(=O)(=O)c2ccccc2)c2nc3ccccc3nc21
→ 0.1	1.8	24	0.7	4	5	-4	-0.5	0.1	31	1.5
> CC(=O)c1sc2nc(CSc3nnnn3-c3ccccc3)[nH]c(=O)c2c1C
→ -0.4	1.5	4	0.6	-6	-3	-22	1.8	-0.4	35	1.5
> CN(C)CCNc1oc(COc2ccc(-c3ccccc3)cc2)nc1C#N
→ -0.3	1	66*	1	-10	1	-7	0.9	-0.1	3	0.9
> COc1ccc2o/c(=N/NC(=O)c3cccs3)c(C(N)=O)cc2c1
→ -0.4	0.8	21	0.8	-1	9	6	3.8	0.0	19	1

# Continuation.
# Results follow in this order: DTT redox prof	PMI act satM6P	L major viab	Diaphorase act	TLR4 MyD88 comp	G6PDH CS	S1P3 antagonist	RAM inhibit	Hsp70 act	Diaphorase inh	PMI act
> Cc1c(Cl)cccc1NC(=S)N1CCCN(Cc2ccc(F)cc2)C1
→ -1.1	1	89*	1	3	6	5	0.9	0.0	0	1
> O=C(O)C1C2CCC(O2)C1C(=O)Nc1ccc(O)cc1 (stereo unspecified)
→ -0.3	0.5	39	0.8	0	13	-10	-0.5	-0.1	16	0.8
> CC(C)OC(=O)/C(C#N)=C/c1c[nH]c2ccccc12
→ -0.2	0.9	-2	0.7	-3	-5	-8	2.1	-0.1	28	0.8
> CCOc1ccc(N2C(=O)C3CCCN3C2=O)cc1 (stereo unspecified)
→ -1.1	0.9	-7	0.9	-8	-2	-2	0.8	-0.2	12	0.9
> Cc1ccc2c(c1)cc(CN(Cc1cccs1)C(=O)c1ccco1)c1nnnn12
→ -0.1	0.9	37	0.7	-6	-2	14	5.3	0.3	29	0.9
> O=C(CSCc1ccc(Cl)cc1)N/N=C/c1ccco1
→ 0.2	1	5	0.9	-21	6	-12	1.6	0.0	11	1
> CCn1c(Cn2nnc(-c3ccccc3)n2)nnc1SCC(=O)Nc1ccc(C(C)=O)cc1
→ 1.0	0.9	-1	0.9	7	2	-7	1.4	0.2	11	0.9
> CCC(C)NC(=O)C1CCCN(S(=O)(=O)c2ccc(-n3cnnn3)cc2)C1 (stereo unspecified)
→ 1.4	1	-2	1	-19	0	-7	0.3	-0.4	2	0.9
> CCOc1ccc(C(=O)Nc2cccc([N+](=O)[O-])c2)cc1Br
→ 1.5	1	-7	1	-3	-9	-15	3.8	-0.3	0	0.9
> CCOc1ccc(CNn2nnnc2N)cc1
→ 0.2	1	-6	0.8	3	1	.	2.0	-0.3	19	1
> C=CCNC(=O)CN(c1ccc(F)cc1)S(=O)(=O)c1ccc(OC)cc1
→ 0.3	0.9	-2	0.9	7	-11	16	1.6	-0.3	14	0.9
> CCOc1ccc2nc(C(C)O)[nH]c2c1 (stereo unspecified)
→ 3.0	1	-4	0.8	-1	-5	1	1.2	-0.1	15	0.9
> CCOC(=O)CNc1nc(Cl)nc(NC(C)(C)C)n1
→ -0.3	1	-2	1	0	5	-8	0.5	0.0	1	1.1
> CCOC(=O)Cc1c(C)nc2c(-c3cccc(Br)c3)c[nH]n2c1=O
→ -0.7	1	-6	0.9	5	10	-49	4.2	-0.1	6	1
> CN(C)c1ccc(NC(=O)C2CCCN(S(=O)(=O)c3ccccc3)C2)cc1 (stereo unspecified)
→ -0.9	0.8	-1	0.9	6	0	-15	0.2	-0.2	13	0.9
> Cc1ccc(C2C(C(=O)c3sc(C)nc3C)=C(O)C(=O)N2CCCN(C)C)o1 (stereo unspecified)
→ .	1	.	0.8	.	1	-8	.	.	18	1.1
> Cc1[nH]nc(SCC(=O)N2CCOCC2)c1[N+](=O)[O-]
→ -0.3	1	-6	1	-1	4	-6	-0.4	-0.1	3	0.7
> CCC(=O)N1CCN(c2ccc(NC(=O)c3ccc(Br)o3)cc2)CC1
→ -0.3	0.9	2	1	-2	-1	-31	2.0	0.6	4	1.1
> CSc1ccc(C(=O)C2CCCN(C(=O)c3ccsc3)C2)cc1 (stereo unspecified)
→ -0.7	0.9	-4	1	8	19	-13	1.1	-0.3	-3	0.9
> O=C(O)CCc1ccc(-c2cccs2)n1CCC(=O)O
→ 0.4	1	-7	1.1	4	9	.	0.5	-0.3	-8	1

# Continuation:
# Results follow in this order: DTT redox prof	PMI act satM6P	L major viab	Diaphorase act	TLR4 MyD88 comp	G6PDH CS	S1P3 antagonist	RAM inhibit	Hsp70 act	Diaphorase inh	PMI act
> O=C(CCCC(=O)OCC(Cl)=C(Cl)Cl)Nc1ccccc1
→ -0.1	1	-5	1	-3	4	-2	-0.9	-0.5	5	1
> CCNC(=O)NC(=O)C(C)OC(=O)CNS(=O)(=O)c1c(Cl)cc(Br)cc1Cl (stereo unspecified)
→ 0.1	1.1	-5	1	13	-1	-4	1.9	-0.3	3	1.1
> Nc1ccccc1Oc1ncc(C(F)(F)F)cc1Cl
→ 1.7	0.9	-8	0.9	-3	4	.	1.7	0.0	13	1
> Cc1cc(C)n(CCN(C)C(=O)c2cc(COc3c(F)cccc3F)on2)n1
→ 0.6	1.1	-8	0.8	-10	1	10	0.5	0.0	16	1
> Cc1ccc(CNC(=O)c2ccc3c(=O)n(CCCN4CCCC4=O)c(=S)[nH]c3c2)cc1
→ 0.2	1	-6	1	15	3	.	6.2	-0.2	1	1
> Cc1cccc(N2C(=O)SC(N(CC(=O)O)c3cccc(C)c3)C2=O)c1 (stereo unspecified)
→ -1.4	1	-6	1	-12	1	-9	1.6	0.1	-2	1
> CC(Sc1ccccc1)C(=O)NN=C1CCCCCC1 (stereo unspecified)
→ -0.4	1.1	-1	1.1	-15	0	10	2.0	-0.1	-7	1.1
> CNC(=O)COC(=O)/C=C/c1cccs1
→ -0.4	1	-5	1	-7	6	-8	-0.8	-0.2	4	1.1
> O=C(Cc1noc2ccccc12)Nc1ccccn1
→ 0.3	0.9	-1	0.9	-7	-3	-3	0.0	0.5	10	1
> NC(=O)CN1CCN(c2ccccc2F)CC1
→ -2.5	1	-7	0.9	2	-3	-12	0.0	-0.2	13	0.9
> COc1ccc(OCc2ccc(C(=O)N3CCOCC3)cc2)cc1
→ 0.1	1	-3	1	1	0	.	2.9	-0.4	4	1
> COc1ccc(C2C(C(=O)/C=C/c3ccco3)=C(O)C(=O)N2CCN2CCOCC2)cc1OC (stereo unspecified)
→ 0.1	0.6	-11	0.7	-3	21	-9	0.0	-0.1	31	1.1
> Cc1cc(N2CCCC2=O)ccc1S(=O)(=O)NCCOc1ccccc1
→ 0.2	1	-4	0.9	7	6	-8	-0.9	-0.2	14	0.9
> O=C(CCC(=O)OCc1ccc(Cl)cc1)Nc1ccccc1
→ -0.1	0.8	-2	0.8	-9	12	-5	-0.6	0.1	16	0.8
> CC(C)(C)C(=O)OCC1OC(n2cnc(C(N)=O)n2)C(O)C1O (stereo unspecified)
→ 0.7	0.9	15	0.9	-22	-20	-8	0.5	-0.1	12	0.9
> CN(C(=O)c1cc2nc(-c3ccco3)cc(C(F)(F)F)n2n1)C1CCCCC1
→ -0.5	1.1	3	1	-1	8	10	4.4	0.4	4	1
> CCO[C@@H]1OC(C(N)=O)=C[C@H](c2ccc3c(c2)OCO3)[C@H]1CCCO
→ 4.7	1	-2	0.9	-7	16	-10	-1.0	-0.1	12	1
> CC(=O)Nc1ccc(S(=O)(=O)NNC(=O)c2cccc(Cl)c2)cc1
→ -0.5	1.6	-5	0.9	-12	5	-26	2.0	-0.1	14	1.3

# Hits appear at their usual frequency; any-hit rate near 12%.
